# Assay outcomes: PubChem BioAssay, several laboratories
# GC-B act: GC-B (human) receptor activation | P20594 | activation, % at 10 µM | 0.11% of 370,000 active | HEK293-GC-B cells, CNP EC30, cGMP TR-FRET; 0% at EC30 CNP, 100% saturating CNP;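 active = activation at 10 µM reaching about 35% in either raw or pattern-adjusted values, limit read from the data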
# ssDAF-12 act: activates DAF-12 receptor from parasite S. stercoralis | HEK293 ssDAF-12/GRIP1 lit1-tk-luc reporter, luminescence; % of 3 µM dafachronic acid response | activation, % at 6.8 µM | 1% of 370,000 active | AID 652126;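 active = activation above the mean over all tested compounds plus 3 SD, cut at about 0.9% in these data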;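 note: 0% = DMSO-only wells and 100% = 3 µM delta7-dafachronic acid wells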
# HGIII-sPLA2 inh: Blocks human group III sPLA2 activity. Q9NZ20. QFRET BODIPY PC-A2 liposome hydrolysis, fluorescence. inhibition, % at 12.2 µM. 0.56% of 370,000 active. AID 743126;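 active = inhibition above mean plus 3 SD of compounds lying within the high and low control bounds, cut at about 19% in these data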;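 note: 0% = median of test compound wells and 100% = no enzyme DMSO wells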
# Target sequence (Q9NZ20 whole entry, looked up): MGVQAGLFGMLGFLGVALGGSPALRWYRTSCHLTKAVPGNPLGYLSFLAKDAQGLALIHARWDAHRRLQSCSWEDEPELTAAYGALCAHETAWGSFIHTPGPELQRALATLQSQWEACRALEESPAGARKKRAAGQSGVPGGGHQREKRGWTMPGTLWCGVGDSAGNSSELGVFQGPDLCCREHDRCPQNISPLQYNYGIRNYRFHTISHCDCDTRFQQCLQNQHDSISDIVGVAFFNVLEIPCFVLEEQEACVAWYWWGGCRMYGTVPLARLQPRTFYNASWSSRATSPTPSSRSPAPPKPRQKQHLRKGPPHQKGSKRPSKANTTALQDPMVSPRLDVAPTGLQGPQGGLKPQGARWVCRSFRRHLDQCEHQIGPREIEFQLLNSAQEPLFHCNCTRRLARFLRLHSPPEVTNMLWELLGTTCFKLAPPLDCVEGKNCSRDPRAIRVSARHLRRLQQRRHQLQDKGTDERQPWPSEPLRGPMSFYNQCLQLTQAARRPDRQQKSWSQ
# SMARCA2 act: activators of SMARCA2 function | MG213 cells, MMTV-luciferase reporter, dexamethasone, overnight | activation, % at 9.1 µM | 1% of 370,000 active | AID 652017; in the data active = activation above about 7.8%;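 note: 0% = vehicle wells and 100% = reference activator wells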
# hcDAF-12 act: activators of H. contortus DAF-12 nuclear receptor. HEK293 hcDAF-12 lit1-tk-luc reporter, luminescence; 0% DMSO, 100% Δ7-dafachronic acid. activation, % at 6.8 µM. 1.4% of 370,000 active. AID 652067;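 active = activation above the mean of all tested compounds plus 3 SD, cut at about 5.5% in these data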;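 note: 100% = response to 3 µM Δ7-dafachronic acid high control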
# FXN GAA850 act: activators of GAA850 frataxin (FXN) promoter; HEK293 lucGAA850 FXN promoter luciferase reporter, 24 h; percent of 10 µM SAHA response; activation, % at 6 µM; 0.56% of 360,000 active;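 active = activation above the average of all compounds screened plus 3 SD, cutoff fixed separately per campaign, cut at about 7.5% in these data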;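 note: 0% = DMSO wells and 100% = 10 µM SAHA wells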
# GC-A act: GC-A (human) enzyme activation. P16066. HEK293 GC-A cells, cGMP TR-FRET, EC30 ANP; 0% at EC30 ANP, 100% saturating ANP. activation, % at 10 µM. 0.14% of 370,000 active; in the data active = activation above about 40%
# DAX1 inh-1: blocks DAX1 repression of SF-1 activated StAR promoter; 1.1% of 370,000 active; AID 652010; inhibition, % at 6.8 µM; HEK293T StAR-luciferase reporter, SF-1/DAX-1 repression relief;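 active = inhibition above the mean over all tested compounds plus 3 SD, cut at about 3.6% in these data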;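 note: 0% = DAX-1 cells with DMSO and 100% = cells lacking DAX-1 with DMSO; higher inhibition means more luminescence from relief of DAX-1 repression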
# hgDAF12 agonist: activates the H. glycines DAF-12 receptor ligand-binding domain; HEK293 GAL4-hgDAF12 UAS-luciferase reporter, agonist luminescence; normalized to butyrate control; activation, % at 6.8 µM; 1.8% of 370,000 active; AID 687014;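 active = activation above a cutoff set at the mean of all screened compounds plus 3 SD, cut at about 10% in these data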;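 note: 0% = DMSO wells and 100% = sodium butyrate wells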
# ADAM10 inh: inhibits human ADAM10 | recombinant ADAM10, EDANS/DABCYL FRET peptide cleavage, 3 h | 0.62% of 370,000 active | inhibition, % at 7 µM | AID 720582;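 active = inhibition above a per-campaign cutoff equal to the mean of compounds falling between control-based bounds plus 3 SD, cut at about 20% in these data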;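 note: 0% = DMSO wells while the 100% control is not disclosed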
# Target sequence (O14672 214-748 limits assumed): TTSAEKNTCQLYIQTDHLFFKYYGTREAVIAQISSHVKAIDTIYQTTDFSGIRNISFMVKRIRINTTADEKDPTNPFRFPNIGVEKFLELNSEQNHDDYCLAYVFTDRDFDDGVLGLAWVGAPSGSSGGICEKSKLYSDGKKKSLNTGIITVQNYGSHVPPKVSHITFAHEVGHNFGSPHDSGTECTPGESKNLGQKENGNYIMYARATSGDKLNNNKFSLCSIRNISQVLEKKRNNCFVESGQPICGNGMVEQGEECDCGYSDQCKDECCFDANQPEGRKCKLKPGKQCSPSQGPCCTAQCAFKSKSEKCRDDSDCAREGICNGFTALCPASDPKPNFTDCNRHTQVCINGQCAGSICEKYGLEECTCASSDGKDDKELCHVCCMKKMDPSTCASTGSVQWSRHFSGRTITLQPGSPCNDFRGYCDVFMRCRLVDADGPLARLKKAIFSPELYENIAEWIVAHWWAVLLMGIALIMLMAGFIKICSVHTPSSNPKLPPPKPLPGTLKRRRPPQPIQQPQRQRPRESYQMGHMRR
# DAX1 inh-2: inhibitors of human orphan nuclear receptor DAX1 (NR0B1) | P51843 | HEK293 Gal4-DAX1 luciferase reporter, luminescence | inhibition, % at 6.75 µM | 0.99% of 340,000 active | AID 504766;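 active = inhibition above the mean over all tested compounds plus 3 SD, cut at about 4.2% in these data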;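 note: 0% = DAX1-transfected cells with DMSO and 100% = empty-vector control cells with DMSO; inhibition shows as a rise in luminescence from relieved DAX1 repression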
# Starred values were filed as active, the others as inactive; / = no result given.
SMILES,GC-B act,ssDAF-12 act,HGIII-sPLA2 inh,SMARCA2 act,hcDAF-12 act,FXN GAA850 act,GC-A act,DAX1 inh-1,hgDAF12 agonist,ADAM10 inh,DAX1 inh-2
CC(=O)Nc1ccccc1C(=O)C(=O)Nc1cccc(C(=O)NCc2ccccc2)c1,0.8,-0.9,7.0,-3.0,-2.1,1.9,-2.7,-0.3,1.1,4.5,-1.0
O=S(=O)(c1cccc2cnccc12)N1CCNCC1,0.5,-1.4,-2.6,-1.9,0.2,0.3,7.0,-1.9,5.1,-8.9,-1.3
CCCCn1c(Nc2ccc(OC)cc2)nc2ccccc21,-5.7,-0.8,8.2,0.8,-1.3,-1.0,-1.4,-0.2,-2.1,6.6,-1.7
O=C(/C=C/c1ccccc1)NNC(=O)c1ccco1,8.9,-0.8,12.5,-1.5,0.4,-1.3,-0.5,0.3,7.6,-7.9,2.2
COc1ccc(C)cc1S(=O)(=O)N(C)CC(=O)NCc1ccncc1,-0.4,-0.9,8.5,-1.4,1.9,1.2,0.7,-0.3,-1.8,2.0,-1.2
COc1ccc(N2C(=O)c3ccc(C(=O)Nc4ccccc4O)cc3C2=O)cc1,-5.7,-0.7,-6.6,-0.1,0.7,-0.1,-2.7,0.5,-0.3,-1.8,1.2
O=C(N1CCOCC1)C(F)(F)C(F)(F)C(F)(F)C(F)(F)C(=O)N1CCOCC1,2.3,-1.5,-4.1,-0.3,0.1,-1.9,-0.3,0.1,0.9,9.5,0.8
CC(C)c1nnc(NC(=O)C2CCCN2C(=O)Nc2ccc(F)cc2)s1 (centres undefined),-12.7,-1.0,-2.3,3.5,0.7,1.4,-1.5,-0.4,-1.6,1.3,0.9
COC(=O)N(C)CCCC1(C)C(=O)N(C)c2ccc(O)cc21 (centres undefined),-5.4,-1.9,1.5,-3.1,0.4,-3.2,1.5,-0.3,1.6,-3.2,2.0
CCCCn1c(N)c(N(CC(C)C)C(=O)CCNC(=O)c2ccc([N+](=O)[O-])cc2)c(=O)[nH]c1=O,-0.9,-0.6,7.5,2.8,0.7,1.3,3.3,-1.4,0.1,-9.9,-0.6
CC(=O)N1CCc2cc(S(=O)(=O)NCCC(=O)Nc3cc(C)cc(C)c3)ccc21,-5.2,-1.5,-4.4,-3.4,-1.4,-0.8,-3.9,0.8,-2.4,4.8,-1.3
CCN(Cc1ccncc1)Cc1cn(C)nc1-c1ccc(Oc2ccccc2)cc1,-4.6,-1.1,-8.3,-2.4,0.1,0.0,-4.4,-0.7,2.2,-0.8,-1.1
CCOc1ccccc1/C=C/C(=O)N1CCN(C(=O)c2ccco2)CC1,-4.7,-0.9,6.5,-0.6,-1.1,1.2,-6.5,-0.7,-3.9,-60.1,-0.2
CCCOc1nc(SCCC)nc2c1cnn2-c1ccccc1,-4.2,-1.3,4.9,-2.5,-3.0,1.0,-6.1,0.5,0.0,6.7,1.6
NC(N)=N/N=C/c1cccc(Cl)c1Cl,-10.3,-0.4,6.5,-2.2,-1.6,1.8,-26.9,-0.9,-1.0,-10.6,1.5
COCCCn1c(SCC(=O)N2CCCCC2C)nnc1-c1ccco1 (centres undefined),0.8,-1.9,1.6,-2.2,-1.8,0.8,2.7,-0.8,-0.3,1.6,0.3
O=C(CN1C(=O)C(=O)N(Cc2ccco2)C1=O)NC1CCCCC1,-3.8,-0.5,4.8,2.1,-1.9,3.5,-1.4,0.7,-2.3,1.4,-1.2
Cc1cccc(C)c1OCc1nnc(SCC(=O)Nc2ccccc2F)o1,-1.3,-1.6,-14.0,1.2,-0.4,0.0,2.3,-0.9,-1.8,-5.1,2.0
O=C(C1CCCCCC1)N1CC[C@@H](N2CCC(O)CC2)[C@H](O)C1,6.5,-1.1,0.1,-0.5,-0.2,1.3,-1.1,0.3,0.9,3.8,-0.2
CCOC(=O)N1CCN(CCC(=O)c2ccc(Br)cc2)CC1,-11.4,-0.7,4.2,-2.3,-1.5,1.9,53.1*,-0.3,1.7,3.9,2.5
COc1ccc(C(=O)N/N=C/c2ccccn2)cc1OC,-11.1,-1.3,5.7,3.0,-1.0,0.7,-2.4,-0.1,1.4,2.2,1.5
O=C(Nc1ccc(F)cc1F)NC1CCN(S(=O)(=O)c2ccc(F)cc2)CC1,-3.8,-1.6,-6.6,-4.0,-2.0,-0.1,1.2,-0.5,0.7,5.4,1.6
COc1ccc(Cc2nc(-c3ccncc3)no2)cc1,6.7,-2.2,-3.3,-0.9,-0.9,-1.7,1.2,-0.4,1.1,-3.5,1.4
Cc1cccc(-n2c(C)cc(/C=C3\C(=N)N4N=C(CC(C)C)SC4=NC3=O)c2C)c1,4.9,-0.6,0.6,-1.3,-0.4,2.1,-2.0,-0.2,3.1,-2.3,0.3
CCS(=O)(=O)c1ccccc1C(=O)NC1CCCc2ccccc21 (centres undefined),4.8,-0.5,-0.8,-1.9,2.2,3.8,1.3,-0.4,-3.6,-0.1,-1.3
O=c1c2ccccc2nnn1CSc1nnnn1-c1ccc(O)cc1,-1.3,-1.8,-0.6,-2.3,4.2,2.6,-1.0,-0.2,-1.5,-12.4,-0.1
C[C@@H]1COC(=O)[C@H](CC(=O)OC(C)(C)C)C/C=C\C[C@@H](CC(=O)N[C@H](CO)Cc2ccccc2)C(=O)N1,-2.7,-1.0,3.1,-0.4,-1.9,0.5,2.2,0.4,0.9,-0.2,0.8
CCOc1cc(C(=O)NN2CCOCC2)cc(OCC)c1OCC,-0.7,-1.3,7.3,-1.3,-0.2,-0.8,-3.5,-0.1,-0.1,-1.6,-0.1
O=C(O)CC(NC(=O)C12CC3CC(CC(C3)C1)C2)c1ccc(Cl)cc1 (centres undefined),0.8,-0.7,-1.1,-2.9,-0.7,0.0,4.1,-0.1,0.7,-5.1,-0.8
CCOC(=O)NC(=O)/C(N=Nc1ccc(C(F)(F)F)cc1)=C(\C)O,5.1,-0.2,-1.5,-1.1,0.3,-0.2,-2.1,-0.2,0.6,5.0,-0.3
COc1cc(CNC2CCCCC2)c(Br)cc1OC1CCCC1,-0.9,-1.8,8.8,-3.4,-1.3,-12.7,1.7,0.6,-2.2,-3.4,1.8
Cc1cc(C)c(S(=O)(=O)Nc2cccc(C(=O)O)c2)cc1S(=O)(=O)Nc1cccc(C(=O)O)c1,1.5,0.6,-7.9,-3.7,0.2,0.8,-2.2,-0.4,2.8,-1.7,0.0
c1ccc2c(c1)OCC(c1nnc3sc(-c4cnccn4)nn13)O2 (centres undefined),2.6,-2.1,-1.6,-0.2,-1.4,0.6,4.2,-0.4,-0.1,-6.0,0.1
O=C(CSCCO)Nc1ccc([N+](=O)[O-])cc1,4.2,-1.1,3.5,-0.6,-1.0,0.9,3.7,-0.2,-2.2,9.5,-1.0
CN(C[C@H](CC1CCCCC1)N(C[C@H](Cc1ccccc1)N(CCc1ccccc1)N=O)N=O)N=O,-2.0,-1.3,-4.8,-1.3,-0.7,-5.1,-1.1,-0.1,3.2,1.5,1.2
CC(CCc1ccccc1)NC(=O)COC(=O)c1ccccc1Br (centres undefined),-10.3,-1.4,4.0,-1.9,-1.1,1.4,-12.2,0.2,0.8,-0.6,-1.2
O=C(N/N=C/c1ccc(Br)cc1)c1ccc(Br)o1,-6.9,0.2,-1.1,2.8,3.8,5.2,2.6,3.2,14.3*,7.5,3.1
CCOc1ccccc1Cn1c(=O)sc2ccccc21,6.2,-2.1,-3.0,-3.9,-2.4,3.9,-5.0,0.0,0.3,3.5,-0.6
Cc1ccc(S(=O)(=O)N(Cc2ccc(Cl)cc2)c2ccccc2C(=O)NCc2cccnc2)cc1,-3.9,-1.6,-12.9,-1.5,-3.5,3.2,-4.8,0.7,-2.0,0.7,-1.2
Cc1ccc(S/C(=N\S(=O)(=O)c2ccc(Cl)cc2)c2ccccc2)cc1,3.0,-1.0,0.3,2.2,0.4,1.4,2.2,0.2,-0.2,1.5,0.9

# Reprinted from the part before: two compounds, followed by the next part.
SMILES,GC-B act,ssDAF-12 act,HGIII-sPLA2 inh,SMARCA2 act,hcDAF-12 act,FXN GAA850 act,GC-A act,DAX1 inh-1,hgDAF12 agonist,ADAM10 inh,DAX1 inh-2
Cc1ccc(S(=O)(=O)N(Cc2ccc(Cl)cc2)c2ccccc2C(=O)NCc2cccnc2)cc1,-3.9,-1.6,-12.9,-1.5,-3.5,3.2,-4.8,0.7,-2.0,0.7,-1.2
Cc1ccc(S/C(=N\S(=O)(=O)c2ccc(Cl)cc2)c2ccccc2)cc1,3.0,-1.0,0.3,2.2,0.4,1.4,2.2,0.2,-0.2,1.5,0.9
CN(CCC#N)CC(=O)Nc1ccc(S(N)(=O)=O)cc1,0.8,-1.1,0.2,0.8,0.5,1.7,0.9,1.3,-1.5,-6.2,-1.2
CC1Oc2ccccc2N(CC(=O)N(Cc2ccccc2)Cc2ccccn2)C1=O (centres undefined),-7.5,-1.5,2.5,0.9,-1.0,-0.9,-22.2,-0.6,-2.3,-5.9,-0.2
COC(=O)c1ccc(CNC(=O)C2CCC(=O)N(CCc3ccccn3)C2)cc1 (centres undefined),-1.2,-0.9,14.0,-3.4,0.0,0.1,0.0,-0.5,-2.3,-2.5,1.7
Cc1ccnc(NC(=O)CNC(=O)c2ccc3c(c2)OCO3)c1,0.0,-0.5,3.9,-2.3,0.4,5.9,1.6,3.0,1.4,-1.2,2.3
CCNS(=O)(=O)c1ccc(CCC(=O)N2CCOCC2)cc1,2.4,-1.5,7.6,-3.4,-1.2,-0.1,2.1,0.1,-0.8,-0.8,-1.0
C[C@@H]1ON(C)[C@H]2C[C@H]3c4cc(-c5cc6ccccc6o5)ccc4CCN3C[C@@H]12,-3.0,-0.2,-2.5,6.0,1.9,/,5.9,3.7*,13.4*,-203.6,/
CSc1nc2ccc(S(=O)(=O)N(C)C)cc2s1,7.9,-1.4,-1.2,-1.5,-0.8,-1.3,3.1,-0.6,-0.9,-1.0,0.3
Cc1ccc2[nH]c(=O)c3cc(C(=O)NCC4CCCO4)sc3c2c1 (centres undefined),8.1,-1.3,2.3,-2.3,-2.2,0.3,15.6,-0.2,-1.1,-224.4,1.7
Nc1ccccc1-c1nnc2n1CCCCC2,2.1,-0.7,-1.9,-1.2,1.4,-2.5,-1.7,0.3,0.1,-9.1,-0.2
COC(=O)CCCC(=O)N1CCCC(C(=O)c2ccc(OC)cc2C)C1 (centres undefined),4.5,-1.1,3.0,-3.2,1.9,1.9,2.4,-0.1,-1.9,-3.9,-0.1
CCc1cc(C(=O)NNC(=O)CCN2CCN(c3ccccc3)CC2)sc1C,2.1,-1.0,4.6,-4.1,-1.5,-0.6,-0.9,-0.1,0.0,8.6,0.2
O=C(Nc1cc(F)ccc1F)C1CCCO1 (centres undefined),6.4,-1.4,0.9,2.2,-1.0,3.0,5.4,-0.2,-1.4,4.0,0.2
Cc1ccccc1-c1nc(P(=O)(c2ccccc2)c2ccccc2)c(N2CCOCC2)o1,-15.3,-2.3,-9.5,-2.1,-1.5,1.3,-20.8,-0.5,-0.2,1.6,0.7
CCN(c1ccccc1)S(=O)(=O)c1ccc(C(=O)Oc2ccc(C(C)=O)cc2)cc1,1.0,-1.1,5.4,-2.0,1.3,-1.5,4.7,0.1,5.1,3.6,0.7
CCOc1ccccc1C(=O)Nc1nnc(COC)s1,-1.1,-0.8,3.6,3.0,0.1,-0.7,2.3,-0.2,-0.6,-1.2,-0.1
